PMI act satM6P = human PMI activators, high substrate, primary screen, biochemical, fluorescence intensity, near-saturating mannose 6-phosphate; Mannose-6-phosphate isomerase (Homo sapiens), P34949; coupled PMI enzyme assay, resazurin fluorescence, 20 min; hits give high values; 1 = untreated enzyme, 0 = substrate-free blank; activation factor at 20 µM; 190,000 tested, 0.34% active; AID 1216, 2008;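 active = activation factor of 2 or more at 20 µM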
Target sequence (P34949 whole entry, looked up): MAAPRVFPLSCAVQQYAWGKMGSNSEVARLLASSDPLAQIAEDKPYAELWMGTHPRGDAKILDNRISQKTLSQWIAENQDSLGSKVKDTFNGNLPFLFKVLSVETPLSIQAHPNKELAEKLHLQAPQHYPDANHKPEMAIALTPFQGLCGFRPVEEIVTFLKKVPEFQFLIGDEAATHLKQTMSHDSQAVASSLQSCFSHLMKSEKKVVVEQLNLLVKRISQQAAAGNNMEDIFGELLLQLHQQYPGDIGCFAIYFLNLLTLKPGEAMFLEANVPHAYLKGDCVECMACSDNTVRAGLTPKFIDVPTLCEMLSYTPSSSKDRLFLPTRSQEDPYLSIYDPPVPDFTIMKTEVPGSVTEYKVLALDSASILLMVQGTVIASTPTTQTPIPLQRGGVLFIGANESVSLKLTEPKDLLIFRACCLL
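Material: human phosphomannose isomerase with PGI, G6PDH, diaphorase coupling enzymes; amount: PMI at 15 ng/mL final; also added: Mannose-6-phosphate 1.0 mM (near-saturating) plus 0.22 mM NADP+; incubation: enzyme reaction with compound 20 min at room temperature; signal: resorufin fluorescence (Ex 544/Em 590 nm) from resazurin via diaphorase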
S1P3 antagonist = S1P3 receptor antagonists, primary screen, cell-based; inhibition, % at 4.98 µM; CHO S1P3 NFAT-BLA reporter, FRET fluorescence, antagonist mode; Sphingosine 1-phosphate receptor 3 (Homo sapiens), Q99500; 170,000 tested, 0.27% active;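 active = inhibition above the plate cutoff, the mean inhibition of test wells on that plate plus 3 SD, cut at about 28% in these data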;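 note: cells challenged with S1P at its EC80 of 0.8 µM; blue over green emission ratio from cleaved BLA substrate after 4 h stimulation; 0% = S1P-stimulated wells and 100% = unstimulated DMSO-only wells; some compounds past the cut are filed as inactive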
Target sequence (Q99500 whole entry, looked up): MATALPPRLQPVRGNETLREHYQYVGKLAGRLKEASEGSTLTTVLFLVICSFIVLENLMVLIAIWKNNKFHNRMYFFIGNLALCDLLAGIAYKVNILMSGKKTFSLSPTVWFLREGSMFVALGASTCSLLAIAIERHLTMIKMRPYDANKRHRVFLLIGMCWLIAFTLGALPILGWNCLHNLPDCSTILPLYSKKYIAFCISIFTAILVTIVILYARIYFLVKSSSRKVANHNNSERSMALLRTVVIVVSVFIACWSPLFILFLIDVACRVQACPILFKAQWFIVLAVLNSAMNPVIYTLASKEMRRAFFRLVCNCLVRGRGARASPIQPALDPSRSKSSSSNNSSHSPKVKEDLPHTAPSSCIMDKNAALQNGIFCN
Hsp70 activator = Hsp70 transcriptional activators, primary screen, cell-based, HeLa, Hsp70 promoter luciferase, luminescence, 10 µM. activation, % at 10 µM. HeLa Hsp70 promoter luciferase reporter; scaled: vehicle 0, proteasome-inhibitor control 100%. 200,000 tested, 0.04% active;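 active = activation above the mean across all tested compounds plus 3 SD, cutoff set per campaign, cut at about 5.5% in these data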;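 note: 100% = MG132 at 30 µM as the positive control and 0% = DMSO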
PMI activator = activators of human PMI, primary screen, biochemical, fluorescence intensity, near-Km mannose 6-phosphate; purified human PMI, coupled resazurin fluorescence, 20 min; hits give high values; 1 = vehicle control, 0 substrate-free wells; 190,000 tested, 0.005% active; Mannose-6-phosphate isomerase (Homo sapiens), P34949; activation factor at 20 µM;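 active = activation factor of 2 or more at 20 µM, relative to plate controls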
Diaph inh CS = diaphorase inhibitors and chemical oxidizers, primary screen, counter-screen for diaphorase-coupled primary assays, biochemical, uHTS, resorufin fluorescence; diaphorase resazurin-to-resorufin fluorescence, NADH, 16 min; bacterial (C. kluyveri) enzyme, not human; inhibition, % at 20 µM; 190,000 tested, 0.69% active;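 active = primary screen inhibition at 20 µM above a set limit, cut at about 50% in these data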;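 note: plate controls were DMSO with full reaction for no effect and wells lacking NADH for full effect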
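Test system: Clostridium kluyveri diaphorase enzyme / Quantity: diaphorase at 0.14 U/mL in enzyme working solution / Incubation: 16-min room-temperature incubation before reading / Benchmarks: NADH-free wells as positive control, DMSO-only neutral wells / Signal: resorufin fluorescence 544/590 nm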
RAM network inh = inhibitors of the yeast RAM network, primary screen, dse1pr::URA3 reporter, 5-FOA selection. S. cerevisiae dse1pr::URA3 reporter, 5-FOA growth OD615, 2 d; analog-sensitive cbk1-as2 kinase mutant strain. inhibition, % at 50 µM. 190,000 tested, 1.8% active;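 active = inhibition above a set limit, 3 SD over mean compound inhibition, cut at about 8.4% in these data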;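 note: 0% = DMSO-only wells with no growth and 100% = 10 µM 1-NA-PP1 full growth; inhibition rescues growth on 5-FOA so higher OD means more RAM inhibition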
TLR4 MyD88 comp = inhibitors of TLR4-MyD88 association in cells, primary screen, cell-based, HeLa CL3-4, BLA complementation, FRET ratio | Toll-like receptor 4 (Homo sapiens) + Myeloid differentiation primary response protein … | HeLa CL3-4 TLR4/MyD88 BLA complementation | inhibition, % at 8.4 µM | 200,000 tested, 0.18% active; in the data active = inhibition above about 25%;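 note: 0% = vehicle and 100% = reference inhibitor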
Redox H2O2 prof = compounds producing H2O2 with reducing agent – biochemical, NIH compound library profiling, artefact control for MLSCN library redox annotation, primary screen. activation, % at 10 µM. AID 878, 2007. DTT-dependent redox cycling H2O2, phenol red/HRP absorbance; 100% = 100 µM peroxide control, 0% = buffer. 200,000 tested, 0.03% active;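 active = activation of at least 50% relative to the plate's high and low controls in the primary single-dose screen; inactive = activation below 50%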;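 note: compound incubated with DTT at 0.8 mM final as the reducing agent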
G6PDH CS = L. mesenteroides G6PDH inhibitors, counter-screen for G6PDH-coupled screening assays, biochemical, Leuconostoc mesenteroides enzyme; glucose-6-phosphate dehydrogenase [Leuconostoc mesenteroides]; Purified L. mesenteroides G6PDH, diaphorase/resazurin coupled fluorescence, 45 min; inhibition, % at 5 µM; 200,000 tested, 0.12% active; AID 1020, 2008
L major viab = Leishmania major promastigote growth inhibition, primary screen. inhibition, % at 10 µM. AID 1063, 2008. Leishmania major promastigotes, resazurin fluorescence viability. 200,000 tested, 9% active;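 note: promastigotes grown with compound for 44 hours at 28 °C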
Diaphorase act = compounds boosting diaphorase resazurin reduction – biochemical, uHTS, resorufin fluorescence, counter-screen for diaphorase-coupled primary assays, primary screen; 190,000 tested, 0.005% active; activation factor at 20 µM; Diaphorase/resazurin coupled assay, 16 min; hits give high values; 1 = vehicle wells, 0 = NADH-free wells; AID 1229, 2008;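 active = diaphorase activity raised at least twofold by the compound at 20 µM; inactive = activation factor below 2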
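System – purified diaphorase enzyme from Clostridium kluyveri · Input – enzyme 0.07 U/mL final · Also added – final NADH 0.114 mM, resazurin 0.1 mM · Measured by – fluorescence of resorufin, 544 nm excitation, 590 nm emission · Timing – 16 min enzyme reaction, ambient temperature · Measure – resorufin increase flagging diaphorase activators or reducers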
Starred values were filed as active, the others as inactive; · = not tested or not shown. Cut-off read from the data, not from the text of the source, unless noted: active = inhibition above about 50%; inactive = the rest.

SMILES | PMI act satM6P | S1P3 antagonist | Hsp70 activator | PMI activator | Diaph inh CS | RAM network inh | TLR4 MyD88 comp | Redox H2O2 prof | G6PDH CS | L major viab | Diaphorase act
CCc1nc(Nc2ccccc2)c2oc3ccccc3c2n1 | 0.9 | · | 0.0 | 0.9 | 23 | 0.6 | 1 | 0.1 | 6 | 16 | 0.8
CCN(CC)CCCNC(=O)CNC(=S)N(CCCN1CCOCC1)Cc1cccs1 | 0.9 | 0 | 0.0 | 0.9 | 5 | 1.0 | -7 | -1.3 | 2 | -1 | 1
N#C/C(=C(/O)COC(=O)CCc1ccc(S(=O)(=O)N2CCOCC2)cc1)c1nc2ccccc2[nH]1 | 0.7 | -9 | -0.3 | 0.9 | 37 | 4.4 | -4 | -0.9 | 7 | 6 | 0.6
C/C(=N\NC(=O)c1ccc(N/N=C(\C)c2ccncc2)cc1)c1ccncc1 | 1.1 | -4 | -0.4 | 1.2 | -6 | 2.7 | 0 | -1.7 | -8 | -6 | 1.1
Cc1cccc(NC(=O)C2CC(=O)OC23CCCC3)c1 (stereo unspecified) | 0.9 | · | 0.0 | 1 | 23 | 0.4 | 4 | 0.1 | -1 | -2 | 0.8
O=C(Nc1cccc(S(=O)(=O)N2CCOCC2)c1)c1c2c(nc3ccccc13)CCC2 | 1.4 | 8 | -0.4 | 1.4 | 29 | 0.6 | 5 | -0.5 | 5 | 44 | 0.7
COc1ccc(NS(=O)(=O)c2cccc(C(=O)N/N=C/c3cccs3)c2)cc1 | 1 | -2 | -0.1 | 1 | -2 | 6.1 | -4 | -0.4 | 10 | 53* | 1
CC(=O)c1cc(C(=O)Nc2ccc(C(=O)O)cc2)oc1C | 0.9 | · | -0.4 | 1 | 17 | 2.4 | 7 | 0.1 | 1 | -4 | 0.8
CCN1CC(CN(C)Cc2nc(-c3ccc(C(F)(F)F)cc3)no2)CC1=O (stereo unspecified) | · | -3 | -0.2 | · | · | 1.5 | -4 | -0.2 | 5 | -7 | ·
CN(Cc1nc(-c2ccccn2)no1)S(=O)(=O)c1ccc(Cl)cc1 | 0.9 | -14 | 0.1 | 0.9 | 4 | 1.1 | 6 | 2.2 | 6 | 18 | 1
CC(=O)N(c1cccc(C)c1)C1SC(=O)N(c2ccccc2)C1=O (stereo unspecified) | 1 | -38 | 0.2 | 1 | 11 | -1.2 | 2 | -0.1 | 4 | -6 | 0.9
CNc1nc(C)c(C#N)cc1C(C)=O | 1 | · | -0.1 | 0.9 | 12 | 2.2 | 15 | 1.9 | -10 | -2 | 0.9
CCCC[n+]1c(-c2ccc(Cl)cc2Cl)csc1Nc1ccccc1 | 1.1 | -12 | -0.4 | 1 | 15 | 0.1 | 4 | 2.4 | -10 | 23 | 0.9
Cc1cc(C)c2cc(CN(Cc3ccco3)C(=S)NCC3CCCO3)c(=O)[nH]c2c1 (stereo unspecified) | 1 | 9 | -0.3 | 0.9 | 16 | 0.7 | -1 | -0.6 | 16 | 15 | 0.8
Nn1c(SCc2ccccc2)nnc1-c1ccco1 | 1 | -22 | -0.3 | 0.9 | 16 | 0.5 | -9 | 0.3 | -11 | -5 | 0.8
CCOC(=O)C1=C(C)N(CC)C(=S)NC1c1ccc(Cl)cc1 (stereo unspecified) | 0.9 | -12 | -0.3 | 0.9 | 11 | 6.6 | -7 | 0.6 | 13 | 21 | 0.9
COc1ccc(NC(=O)Cn2nc(Cc3cccnc3)c3ccccc3c2=O)cc1OC | 0.9 | · | -0.2 | 0.9 | 6 | 0.5 | -11 | 0.0 | -1 | -6 | 0.9
COc1cc(OC)cc(-n2nnnc2SCC(=O)Nc2ccc(C(C)=O)cc2)c1 | 1 | · | -0.5 | 0.9 | 3 | 1.2 | 3 | 0.3 | 5 | 2 | 1
COc1ccccc1Nc1nc(-c2c(C)[nH]c3ccccc23)cs1 | 2* | 8 | -0.1 | 1.2 | 23 | 3.4 | 6 | 0.3 | 14 | 13 | 0.8
O=C(CSCc1ccc([N+](=O)[O-])cc1)NC1CCCCCC1 | 1 | 6 | 0.1 | 1 | -1 | 0.8 | -6 | -1.0 | 8 | -2 | 1

Three structures out of the list, sorted by heavy-atom count, falling:
SMILES | PMI act satM6P | S1P3 antagonist | Hsp70 activator | PMI activator | Diaph inh CS | RAM network inh | TLR4 MyD88 comp | Redox H2O2 prof | G6PDH CS | L major viab | Diaphorase act
COc1ccc(NC(=O)Cn2nc(Cc3cccnc3)c3ccccc3c2=O)cc1OC | 0.9 | · | -0.2 | 0.9 | 6 | 0.5 | -11 | 0.0 | -1 | -6 | 0.9
Nn1c(SCc2ccccc2)nnc1-c1ccco1 | 1 | -22 | -0.3 | 0.9 | 16 | 0.5 | -9 | 0.3 | -11 | -5 | 0.8
CNc1nc(C)c(C#N)cc1C(C)=O | 1 | · | -0.1 | 0.9 | 12 | 2.2 | 15 | 1.9 | -10 | -2 | 0.9

More entries follow.
SMILES | PMI act satM6P | S1P3 antagonist | Hsp70 activator | PMI activator | Diaph inh CS | RAM network inh | TLR4 MyD88 comp | Redox H2O2 prof | G6PDH CS | L major viab | Diaphorase act
Fc1ccc(-c2ccc(-c3nn4c(-c5ccco5)nnc4s3)o2)cc1 | 1.2 | · | -0.3 | 0.9 | 23 | 5.8 | 12 | 2.6 | -74 | -1 | 0.8
CCOC(=O)c1c(NC(C)=O)sc2c(O)c(CN3CCN(CC)CC3)ccc12 | 0.6 | 14 | -0.4 | 0.8 | 18 | 0.3 | -7 | 0.0 | 8 | -8 | 0.8
CCCc1c(C(=O)OCC)sc(N)c1C#N | 0.9 | 5 | -0.1 | 0.9 | -1 | 2.6 | 1 | -1.9 | 12 | 6 | 1
Cc1cc(C)n2nc(C(=O)OCC(=O)Nc3ccc4c(c3)OC(F)(F)O4)nc2n1 | 1 | · | -0.3 | 0.8 | 12 | 1.5 | 2 | 0.0 | 2 | -3 | 0.9
COc1ccc(C(=O)NC(=S)NCc2cccnc2)cc1[N+](=O)[O-] | 1 | 3 | -0.3 | 1.1 | 4 | 2.4 | -9 | 0.1 | 5 | 4 | 1
COc1ccc(C(C)=O)cc1CSc1nc2ccccc2o1 | 0.9 | -11 | -0.2 | 0.9 | 12 | 6.6 | 7 | 2.5 | -17 | 16 | 0.9
CCOc1ccc(N2CC(O)=C(c3nc4ccccc4c(=O)[nH]3)C2=N)cc1 | 1.1 | 3 | -0.4 | 1.1 | 18 | 5.8 | -9 | -0.4 | 2 | 1 | 0.8
COc1cccc(C(=O)N(c2ccc(C)cc2)C2C=CS(=O)(=O)C2)c1 (stereo unspecified) | 1 | 14 | -0.3 | 1.1 | 4 | 1.8 | 0 | 0.2 | 15 | -7 | 1
Cc1ccc(NC(=O)/C=C/c2cccs2)c([N+](=O)[O-])c1 | 1 | · | 0.5 | 1 | -4 | 1.4 | 12 | 1.8 | 0 | -4 | 1
CCC(C)(C(=O)NC1CCCC1)N(Cc1cccs1)C(=O)c1ccccn1 (stereo unspecified) | 0.4 | -10 | -0.2 | 0.5 | 26 | 1.4 | -8 | -0.3 | 7 | -4 | 0.7
Cc1ccc(NC(=O)CCNS(=O)(=O)c2cccc3nonc23)cc1 | 0.9 | · | -0.2 | 1 | 14 | 2.1 | 4 | -2.3 | 8 | -3 | 0.9
CSc1ccc(/C=N/N2CCN(c3ccccc3)CC2)cc1 | 1 | -3 | 0.1 | 1 | 1 | 3.3 | -11 | 0.5 | 0 | -2 | 1
CCCn1nnnc1NC(=O)CSc1ccc(Cl)cc1 | 0.9 | -14 | -0.2 | 0.9 | 21 | 1.8 | -8 | 2.7 | 11 | -5 | 0.8
CN(C[C@H](Cc1ccccc1)N(C[C@H](c1ccccc1)N(CCc1ccccc1)N=O)N=O)N=O | 0.8 | 5 | -0.2 | 0.8 | 35 | 8.8* | -2 | 0.9 | 14 | 18 | 0.7
COc1cc(/C=C/C(=O)OCC(=O)Nc2ccccc2Cl)cc(OC)c1OC | 1 | -10 | -0.1 | 1 | 0 | -0.8 | 10 | 0.4 | 1 | -6 | 1
CC(Oc1ccc(Cl)cc1Cl)c1nc(-c2ccc(NC(=O)c3ccccn3)cc2)no1 (stereo unspecified) | 0.9 | · | 0.0 | 1 | 8 | 11* | 1 | -3.2 | -8 | 0 | 0.9
OC1(c2ccc(OC(F)F)cc2)CSC(=Nc2cccnc2)N1C1CC1 (stereo unspecified) | 1 | · | -0.5 | 1 | 6 | 0.7 | 8 | 2.0 | -2 | 15 | 0.9
CC(C)c1ccc(NC(=O)N2CCCC2C(=O)Nc2ccc(-n3cnnn3)cc2)cc1 (stereo unspecified) | 1 | 5 | -0.3 | 1 | 13 | 0.4 | -4 | -0.5 | 15 | 66* | 0.9
Cc1cc(-c2csc3nc[nH]c(=S)c23)cc(C)c1C | 1.1 | -9 | 0.1 | 1 | 56* | 1.6 | -5 | -1.2 | -3 | 17 | 0.4
Cc1ccc2cc(/C=N/Nc3nc4ccccc4[nH]3)c(Cl)nc2c1 | 1.1 | 46* | -0.3 | 1.1 | 3 | 1.5 | 13 | 0.7 | -28 | 12 | 1
COC(=O)CCCc1nc2ccccc2s1 | 1 | -22 | -0.2 | 1 | 1 | 0.9 | -7 | 0.3 | 5 | -5 | 1
CC(=O)Nc1cc(C)nn1-c1nc(C)cc(C)n1 | 1.1 | -17 | -0.2 | 1.1 | 5 | -0.4 | -8 | -0.3 | 3 | 7 | 0.9
O=C1c2ccccc2C(O)N1Cc1cccs1 (stereo unspecified) | 0.9 | -13 | 0.1 | 0.8 | 3 | -0.1 | -6 | -1.4 | 19 | -1 | 1

Screening data as filed in PubChem BioAssay.
